Bioassay records as filed in PubChem BioAssay.
SIAH1 antagonists = Siah-1 peptide-binding antagonists, primary screen, biochemical, fluorescence polarization, rhodamine-plectin, uHTS (AID 1817) | displacement, % at 20 µM; hits with a dose series show IC50 in µM | Siah-1 / rhodamine-plectin peptide fluorescence polarization; higher % means a stronger effect | E3 ubiquitin-protein ligase SIAH1 (Homo sapiens) | 0.02% of 290,000 active;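 active = displacement of at least 50% at 20 µM, with a fluorescence ratio check between 0.3 and a set limit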;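 also: plate controls were Siah plus tracer with DMSO for no effect and tracer alone without Siah for full effect; strong numbers were not always called active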
Hep lipid drop = inhibitors of hepatocyte lipid droplet formation, primary screen, imaging, high-throughput imaging, BODIPY stain; AML12 mouse hepatocytes, oleate lipid droplets; inhibition, % at 6.5 µM; 0.4% of 240,000 active;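 active = lipid droplet intensity inhibited by at least 50%, with more than 500 cells counted; inconclusive = wells with under 300 cells, treated as cytotoxic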
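Material – AML12 mouse liver cells · Also added – oleate loading, 100 µM · Compound dosing – 6.5 µM single-point dosing · Times – overnight treatment with compound plus oleate · Measured by – fluorescence imaging, 20x objective, two fields per well · Read-out – percent inhibition of filter-corrected integrated lipid droplet intensity per well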
XIAP antagonists = XIAP antagonists, biochemical, IAP family, fluorescence polarization (AID 1018); one-dose displacement, % at 20 µM; IC50 in µM for titrated hits; 0.007% of 200,000 active; XIAP BIR domain, fluorescence polarization peptide displacement; higher % means a stronger effect; E3 ubiquitin-protein ligase XIAP (Homo sapiens); in the data active = displacement above about 50%; also: a part of the inactive calls stands beside numbers as strong as those of hits
Myeloid diff MLP = induction of myeloid progenitor differentiation, primary screen, cell-based, flow cytometry, MLPCN library. ER-HoxA9 myeloid progenitors, lysozyme-GFP differentiation. calls only at 10 µM. 1% of 360,000 active;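 active = normalized GFP-positive differentiation at or above the plate's own cutoff, the solvent-only control mean plus 3 SD; inconclusive = no clear call, values can overlap the other calls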;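 also: cells exposed to compound for four days before flow analysis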
NS5 inhibitors = Dengue-2 NS5 methyltransferase inhibitors, primary screen, biochemical, confirmation dose response (AID 588689); Genome polyprotein (Dengue virus type 2 (strain 16681-PDK53)); Dengue-2 NS5 methyltransferase capping enzyme assay, biochemical; higher % means a stronger effect; inhibition, % at 25 µM; hits with a dose series show IC50 in µM; 0.3% of 340,000 active; in the data active = a potency from the dose series; inconclusive = inhibition above about 29% without an active follow-up result
HEK293 NOD2/NF-kB = NOD2 signaling inhibitors, cell-based, luminescence, uHTS, HEK293 (AID 1566); 0.63% of 290,000 active; HEK293 NOD2/NF-kB luciferase reporter, luminescence; higher % means a stronger effect; inhibition, % at 4 µM; hits with a dose series show EC50 in µM; also: many of its hits are not listed in these tables
AID2073 = inhibitors of Mint1-CaV2.2 protein interaction, biochemical, HTRF (AID 2073); Voltage-dependent N-type calcium channel subunit alpha-1B (Homo sapiens); 0.19% of 290,000 active; HTRF protein-protein interaction, Mint1-CaV2.2; higher % means a stronger effect; inhibition, % at 20 µM; hits with a dose series show IC50 in µM; in the data active = inhibition mostly above about 51%, no sharp cut-off; inconclusive = no clear call, values can overlap the other calls; inactive = mostly below about 53%; also: some results filed as inactive read as strong as hits
HIV fusion peptide = inhibitors of HIV fusion peptide binding, primary screen, biochemical, uHTS, fluorescence dequenching (AID 1986); inhibition, % at 20 µM; hits with a dose series show IC50 in µM; cell-free peptide binding, fluorescence dequenching, 30 min; higher % means a stronger effect; 0.3% of 290,000 active; in the data active = inhibition mostly above about 52%, no sharp cut-off; inactive = mostly below about 76%; also: some results filed as inactive read as strong as hits
LYP phosphatase = inhibitors of LYP phosphatase, biochemical, fluorescence intensity, uHTS (AID 1779); Tyrosine-protein phosphatase non-receptor type 22 (Homo sapiens); recombinant LYP phosphatase, fluorescence intensity; higher % means a stronger effect; one-dose inhibition, % at 11.5 µM; IC50 in µM for titrated hits; 0.054% of 290,000 active;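 also: plate controls were vehicle with enzyme for no effect and no enzyme for full effect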
Hep lipid drop cells 6.5 µM = second read-out of Hep lipid drop, no call of its own (marks repeat the call); cell count; measured here: cell count, cytotoxicity flag;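 cells counted across two imaged fields per well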
NS5 inhibitors pilot replicate = also measured in NS5 inhibitors; calls as there; inhibition, %; measured here: pilot screen replicate inhibition
Myeloid diff MLP GFP+ MAC1+ % = further read-out of Myeloid diff MLP, marked with its call; GFP+ MAC1+ double positive, %; measured here: differentiation confirmed by MAC1 staining
Numbers without * were called inactive; i = inactive; ? = inconclusive; nt = no result given. Rule as the data show it, unless noted: active = inhibition above about 50%; inactive = the rest.

SMILES | SIAH1 antagonists | Hep lipid drop | Hep lipid drop cells 6.5 µM | XIAP antagonists | Myeloid diff MLP | Myeloid diff MLP GFP+ MAC1+ % | NS5 inhibitors | HEK293 NOD2/NF-kB | AID2073 | HIV fusion peptide | LYP phosphatase | others
CCOC(=O)N1CCN(S(=O)(=O)c2ccc(C)cc2)CC1 | -4% | 0 | 921 | nt | i | 0.8 | nt | 19% | 25% | 0.2% | -11%
OC1CCCN(C(=S)Nc2ccc(SC(F)F)cc2)C1 (configuration not stated) | -1% | -1 | 668 | -16% | i | 1.2 | -2% | -19% | -25% | -1.4% | -5%
O=C(O)c1ccccc1CSc1nc2ccccc2o1 | 3% | nt | nt | -4.6% | i | 0.7 | -1% | -60% | 6% | -2.3% | -2%
O=C(Nc1ccc(Cl)cc1)N1CCOC12CCC1(CC2)OCCO1 | 0% | 4 | 657 | -5.3% | i | 0.6 | -8% | 7% | 6% | -0.2% | -12%
CCOc1cccc2sc(N(CCN(CC)CC)C(=O)c3ccc(S(=O)(=O)N4CCCCC4)cc3)nc12 | -5% | -2 | 625 | -7.7% | i | 0.2 | -5% | -4% | -8% | -0.3% | -2%
Cc1ccc(-c2nc3ncccc3o2)cc1NC(=O)C(C)(C)C | 14% | 0 | 853 | nt | i | 0.4 | 0% | -13% | 3% | 1.7% | -10%
Cc1cc(/C=C2\NC(=S)NC2=O)c(C)n1-c1cccnc1 | 13% | 0 | 715 | nt | i | 0.6 | -14% | 7% | -8% | -2.3% | -6%
Cc1ccc(-c2csc(NC(=O)COc3ccc(N(C)S(=O)(=O)c4ccc(C)cc4)cc3)n2)cc1 | 1% | 4 | 502 | -14% | i | 0.7 | 4% | 1% | 9% | 3.3% | 3%
O=C(O)CC1=C(O)C(=O)N(c2ccccc2)C1c1ccc(Cl)cc1 (configuration not stated) | 2% | 10 | 711 | -6.8% | i | 1.7 | 11% | 4% | 7% | 8.8% | -4%
Cn1nnnc1SCCNCc1ccc(Cl)cc1 | 0% | 12 | 764 | 0.6% | i | 1.4 | 0% | -8% | -6% | 0.4% | 1%
CCCN(CCC)CC(O)CN(c1ccccc1)S(=O)(=O)c1ccc(C)cc1 (configuration not stated) | 3% | 2 | 731 | -1.1% | i | 1.5 | -8% | 2% | -3% | 2.7% | -5%
O=C1CCCC/C1=C/NCc1ccc(F)cc1 | 2% | -1 | 711 | -4.4% | i | 0.2 | 1% | -11% | -10% | -1.4% | -3%
O=C(NCCc1ccc(Cl)cc1)C1CCC(=O)N1Cc1ccccc1Cl (configuration not stated) | -1% | nt | nt | -0.6% | i | 1.1 | -3% | 6% | 3% | -1.4% | -6%
COc1cccc(NC(=O)CSC2=C(C#N)C(c3ccco3)C3=C(CCCC3=O)N2)c1 (configuration not stated) | 1% | 5 | 781 | -5.3% | i | 0.9 | -4% | -21% | -5% | 1.0% | 9%
CCc1ccc(C(=O)COC(=O)c2cncc(Br)c2)cc1 | -2% | 19 | 701 | -8.3% | i | 0.1 | -7% | 21% | 15% | -0.5% | -8%
O=S(=O)(c1ccc2c(c1)C(=NO)c1cc(S(=O)(=O)N3CCCCC3)ccc1-2)N1CCCCC1 | -5% | nt | nt | -1.9% | i | 0.9 | -7% | 38% | 10% | 0.4% | 2%
Cc1cccc(NC(=O)C2CCCN(c3cnccn3)C2)c1 (configuration not stated) | -2% | -8 | 733 | nt | i | 0.6 | -5% | 1% | 26% | -0.7% | -10%
Cc1[nH]c2ccccc2c1CCN(Cc1cccs1)C(=S)Nc1ccccc1 | -10% | -23 | 747 | -5.2% | i | 1.5 | -3% | -16% | 4% | -1.5% | 2%
O=C(O)c1cc(NC(=O)c2ccco2)cc(NC(=O)c2ccco2)c1 | -8% | 0 | 804 | nt | i | 0.4 | 0% | -9% | 10% | 2.9% | -10%
O=C(C[C@H]1C(=O)N(Cc2ccccc2)C[C@@H]1Cc1ccccc1)Nc1ccccc1 | -7% | nt | nt | nt | i | 2.1 | 0% | -13% | 8% | 0.4% | -10%
O=C(c1ccco1)N1CCCC(N2CCN(c3ccccc3F)CC2)C1 (configuration not stated) | 2% | 4 | 859 | nt | i | 0.5 | -1% | -7% | 3% | 1.9% | -8%
CCOc1ccc(OCc2cccc(C(=O)N3CCCC3)c2)cc1 | 0% | 0 | 707 | 1.9% | i | 0.8 | 0% | -87% | -3% | -0.1% | -2%
Cc1ccc(S(=O)(=O)NC(=O)Nc2cc(C)ccc2F)cc1 | -4% | nt | nt | -0.9% | i | 13 | 7% | 6% | 5% | -1.2% | -7%
COc1ccc(CCNC(=O)c2ccc(N3CCCC3=O)cc2)cc1 | -3% | -4 | 781 | -0.2% | i | 0.7 | 2% | -4% | -1% | 1.0% | -5%
CC(C)(C)C(=O)N1CCn2c1nc1ccccc12 | 2% | 14 | 698 | -2.6% | i | 0.1 | 0% | 14% | 2% | 0.0% | -7%
Other structures follow.
SMILES | SIAH1 antagonists | Hep lipid drop | Hep lipid drop cells 6.5 µM | XIAP antagonists | Myeloid diff MLP | Myeloid diff MLP GFP+ MAC1+ % | NS5 inhibitors | HEK293 NOD2/NF-kB | AID2073 | HIV fusion peptide | LYP phosphatase | others
COc1ccc(-c2noc(N3CCC(C(=O)Nc4ccc(F)cc4)CC3)n2)cc1 | -3% | 17 | 778 | nt | i | 2.5 | -2% | -18% | 1% | 0.6% | -8%
O=C(CCC(=O)Nc1ccccc1)N/N=C/c1ccc2c(c1)OCO2 | -2% | -10 | 651 | nt | nt | nt | 0% | 5% | 4% | -1.4% | -8%
Cc1ccc(N/C=C(\C#N)S(=O)(=O)c2ccccc2)cc1 | 3% | 1 | 705 | -10% | i | 0.3 | -13% | -8% | 4% | -0.9% | 8%
O=C(CN1CCCC1)Nc1sc2c(c1C(=O)Nc1ccc(Br)cc1)CCC2 | 6% | 21 | 861 | nt | i | 1.4 | 1% | 6% | 4% | 5.0% | -8%
O=C(COC(=O)c1ccc(=O)[nH]c1)Nc1cccc(S(=O)(=O)N2CCOCC2)c1 | -1% | -4 | 676 | nt | i | 0.5 | -6% | 5% | 8% | -0.7% | -5%
Cc1ccc(NC(=O)CC2COc3ccccc3O2)cc1 (configuration not stated) | 2% | nt | nt | -0.8% | i | 0.2 | -6% | -30% | -1% | 0.9% | -10%
CCOc1cc(C(=S)N2CCCCC2)ccc1OS(=O)(=O)c1ccc(Cl)cc1 | 12% | nt | nt | -18% | i | 0.7 | 0% | 28% | -10% | 0.0% | 3%
COc1ccccc1Nc1ccc(C(=O)NC2CCCCC2)cn1 | 4% | 0 | 650 | -1.5% | i | 6.0 | -4% | -33% | 6% | 1.3% | 0%
CCOC(=O)C1(CCCc2ccccc2)CCN(C(=O)COC)CC1 | 3% | -2 | 724 | nt | i | 0.2 | -9% | 3% | 2% | -2.1% | -10%
CSc1ccc(CN(C)CC(=O)NCc2ccccc2)cc1 | -1% | -5 | 742 | -1.2% | i | 0.3 | 2% | -7% | -3% | 2.4% | -7%
Cc1ccccc1-c1ccc(Nc2ccc(C(=O)N3CCOCC3)cc2)nn1 | -5% | nt | nt | -2.9% | i | 0.3 | -1% | 8% | 3% | 20% | -3%
COCCNC(=O)Cn1c(=O)n(Cc2ccc(C(=O)NCCc3ccc(OC)c(OC)c3)cc2)c(=O)c2ccccc21 | 0% | 9 | 719 | -12% | i | 0.4 | -13% | 19% | 42% | 1.1% | -6%
O=C(NCc1ccco1)c1c(F)c(F)c(F)c(C(=O)NCc2ccco2)c1F | 4% | 25 | 764 | -5.7% | i | 0.1 | 2% | -3% | 44% | 7.3% | -3%
O=c1oc2ccccc2c2c1nc(C(F)(F)F)n2-c1ccccc1 | 2% | 12 | 809 | -3.7% | i | 1.2 | -6% | -8% | -1% | -4.1% | -8%
CC(C)(C)NC(=O)C(c1ccncc1)N(C(=O)CNC(=O)c1ccco1)c1ccc2c(c1)OCO2 (configuration not stated) | -1% | nt | nt | 0.4% | i | 0.1 | 2% | -3% | 0% | 0.3% | -7%
CCCCn1c(SCC(=O)c2ccc3c(c2)OCCO3)nnc1-c1ccoc1C | 2% | -17 | 749 | -4.6% | i | 0.7 | -15% | 16% | -23% | 1.5% | 1%
O=C(Nc1ccc2c(c1)nc1n2CCCCC1)c1cc(S(=O)(=O)N2CCOCC2)ccc1Cl | -2% | nt | nt | -8.2% | i | 1.1 | -4% | 32% | -12% | -0.9% | -8%
COc1ccccc1NC(=O)c1ccc(C(=O)c2ccccc2)o1 | 7% | 7 | 700 | -1.5% | i | 0.1 | -5% | 9% | -2% | 0.0% | -1%
COc1ccc(C#Cc2ccc3c(=O)c4ccccc4n(C)c3c2)cc1 | -3% | nt | nt | nt | nt | nt | 4% | 40% | 37% | 6.7% | -18%
Cc1ccc(C(=O)NCc2ccco2)cc1S(=O)(=O)Nc1cccc(Cl)c1 | -4% | -2 | 855 | -10% | i | 1.2 | -15% | -12% | 4% | 2.9% | -12% | NS5 inhibitors pilot replicate=-0.2
COCc1cc(NCc2ccc(Cl)cc2)nc(C)n1 | 1% | nt | nt | nt | i | 1.2 | -4% | 5% | 5% | -2.9% | -9%
CN(CCC#N)C(=O)COC(=O)c1ccc2c(c1)C(=O)N(C1CCCCC1)C2=O | 0% | -2 | 815 | nt | i | 0.0 | 0% | 10% | 12% | -1.4% | 0%
COc1ccc(CN2CN(C3CCCC3)CSC2=S)cc1 | 10% | 3 | 738 | -16% | i | 0.6 | 1% | -1% | -15% | 2.5% | -2%
CC(C)(C)[C@H]1CCC(=O)N([C@H](CSc2ccccc2)Cc2ccccc2)CC1 | -2% | nt | nt | nt | i | 0.5 | -5% | -50% | 14% | -0.9% | -2%
O=C(Cn1c(=O)[nH]c2ccsc2c1=O)NC1CCCCCC1 | 9% | 8 | 747 | -1.5% | i | 1.6 | -5% | 10% | -3% | -0.7% | -4%
Cc1ccc(S(=O)(=O)/N=C2/NC(=O)/C(=C/c3cc([N+](=O)[O-])ccc3O)S2)cc1 | -11% | -3 | 797 | nt | i | 1.6 | ? | 13% | 6% | 14µM* | 0%

Not all compounds are listed (hit frequency here may not be typical).
